# Screening data deposited in PubChem BioAssay by several laboratories.
# Mdm2 ligase inh = Mdm2 E3 ligase (human) inhibition | cell-based MDM2 ubiquitination luciferase reporter, 2 h; 0 = plate control, 100 = twice control, blank-subtracted | signal enhancement, % at 5 µM | 210,000 tested, 0.11% active;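 active means signal enhancement of 30% or more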;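 further: luminescence tracks abundance of the self-degrading MDM2-luciferase fusion protein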
#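 Test system: mammalian cells stably expressing self-ubiquitinating, self-degrading MDM2 E3–luciferase fusion; Amount: 2000 cells in each well; Medium: DMEM; Schedule: 4 h settle plus 2 h compound, 37 °C; Technique: SteadyLite luciferase luminescence after 15 min room-temperature reagent incubation; Benchmarks: plate control and blank wells.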
# Wee1 stabilizer = human Wee1 degradation inhibition, primary screen; reporter increase, % at 5 µM; HeLa Luc-Wee1K328M stability, luciferase luminescence; 100% = proteasome inhibitor MG132 effect; P30291; 220,000 tested, 1.2% active;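 active means activation above the mean of all tested compounds plus 3 SD, set per screening run, cut at about 8.8% in these data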;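 further: cells exposed to compound for 20 h before luminescence read; 0% = DMSO alone and 100% = MG132 at 30 µM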
# Target sequence (P30291 whole entry K328M): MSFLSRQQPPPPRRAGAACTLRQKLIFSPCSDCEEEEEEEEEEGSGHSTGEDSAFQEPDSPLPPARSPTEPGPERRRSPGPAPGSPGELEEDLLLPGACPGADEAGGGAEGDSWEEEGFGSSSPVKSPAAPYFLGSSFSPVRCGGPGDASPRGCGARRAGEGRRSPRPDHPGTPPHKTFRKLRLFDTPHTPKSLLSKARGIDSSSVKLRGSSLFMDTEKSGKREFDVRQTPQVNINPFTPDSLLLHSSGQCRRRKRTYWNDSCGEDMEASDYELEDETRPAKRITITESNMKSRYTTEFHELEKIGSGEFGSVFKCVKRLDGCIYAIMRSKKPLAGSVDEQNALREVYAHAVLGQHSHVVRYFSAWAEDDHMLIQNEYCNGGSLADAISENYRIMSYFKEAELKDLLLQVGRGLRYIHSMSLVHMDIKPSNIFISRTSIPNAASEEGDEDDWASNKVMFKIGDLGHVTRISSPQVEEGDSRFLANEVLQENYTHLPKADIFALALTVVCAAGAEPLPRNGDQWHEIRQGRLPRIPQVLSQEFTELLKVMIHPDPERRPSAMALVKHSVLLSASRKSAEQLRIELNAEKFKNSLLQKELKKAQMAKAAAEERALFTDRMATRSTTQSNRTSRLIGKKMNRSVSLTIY
# eIF4E-4G inh = eIF4E/eIF4G interaction inhibition in translation initiation | P63073+Q04637 | TR-FRET eIF4E-eIF4GI(517-606) binding, 2 h | inhibition, % at 21.7 µM | 220,000 tested, 0.37% active | AID 782;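 active means inhibition above about 30%, limit read from the data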;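 further: 0% = full FRET control wells and 100% = background wells lacking eIF4GI fragment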
# NPY2 pot ag = potentiates or activates human NPY-Y2 receptor; P49146; cells expressing NPY-Y2, potentiator/agonist read-out; activation, % at 3.6 µM; 220,000 tested, 0.45% active; AID 1359; in the data active means activation above about 27%;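 further: cells stimulated with NPY near EC25 plus isoproterenol at EC100; 0% = vehicle plus submaximal agonist and 100% = vehicle plus saturating agonist; some results beyond the cut were filed as inactive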
# PERK inhibitor = inhibitors of human PERK kinase | Q9NZJ5 | inhibition, % at 5.6 µM | CHO PERK-DD fusion, SEAP luminescence translation reporter | 220,000 tested, 0.17% active;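 active means inhibition above the mean inhibition of all tested compounds plus 3 SD, set separately per screening campaign, cut at about 2.9% in these data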;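 further: PERK kinase domain activated by AP20187 dimerizer at 100 nM; 0% = DMSO with dimerizer and 100% = rapamycin at 8.4 µM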
# S1P4 ag = human S1P4 receptor agonism; 220,000 tested, 0.35% active; S1P4-expressing cell line, agonist reporter assay; activation, % at 4.98 µM; AID 1509; in the data active means activation above about 11%;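 further: 0% = DMSO vehicle and 100% = reference agonist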
# Target sequence (O95977 whole entry, looked up): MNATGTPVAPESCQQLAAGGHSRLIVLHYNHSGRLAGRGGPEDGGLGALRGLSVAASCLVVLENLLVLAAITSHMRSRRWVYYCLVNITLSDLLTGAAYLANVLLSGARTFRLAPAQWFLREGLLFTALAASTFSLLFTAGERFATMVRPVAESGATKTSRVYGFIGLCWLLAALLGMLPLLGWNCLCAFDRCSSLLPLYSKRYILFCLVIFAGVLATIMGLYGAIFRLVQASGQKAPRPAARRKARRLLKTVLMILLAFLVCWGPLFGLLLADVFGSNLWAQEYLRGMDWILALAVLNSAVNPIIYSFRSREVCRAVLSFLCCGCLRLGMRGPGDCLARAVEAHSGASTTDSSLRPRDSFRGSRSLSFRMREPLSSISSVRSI
# BaF3 tox = counter-screen for JAK2V617F inhibitors: parental Ba/F3 viability inhibitors. inhibition, % at 5.6 µM. 220,000 tested, 1.1% active. AID 1486. CellTiter-Glo ATP luminescence;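 active means inhibition above a per-campaign cutoff, the mean inhibition of all tested compounds plus 3 SD, cut at about 27% in these data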;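 further: 0% = DMSO wells and 100% = JAK Inhibitor I control wells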
# S1P4 antag = antagonists of human S1P4 receptor. 220,000 tested, 0.26% active. S1P4-expressing cells, antagonist mode, reporter read-out. inhibition, % at 4.98 µM. O95977; in the data active means inhibition above about 29%;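 further: 0% = wells stimulated with agonist and 100% = vehicle wells without agonist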
# Ba/F3 V617F tox = lowers viability of Ba/F3 cells expressing EpoR and JAK2V617F; inhibition, % at 5.6 µM; 220,000 tested, 1.1% active; ATP luminescence;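 active means inhibition above the campaign mean plus 3 SD over all tested compounds, cut at about 24% in these data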;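 further: cytokine-independent growth of Ba/F3 cells driven by EpoR plus mutant JAK2; 0% = DMSO-treated cells and 100% = JAK inhibitor I control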
# * = called active by the depositor; x = no result given; [ ] = another dose, or the depositor's remark.
SMILES,Mdm2 ligase inh,Wee1 stabilizer,eIF4E-4G inh,NPY2 pot ag,PERK inhibitor,S1P4 ag,BaF3 tox,S1P4 antag,Ba/F3 V617F tox
COc1ccc(-c2ccc(SCc3ccccn3)nn2)cc1OC,-12,9,3,-11,0.7,1.9,1,-24,-2
CSCCC(NC(=O)c1ccco1)C(=O)OCc1cc([N+](=O)[O-])cc2c1OCOC2 (centres undefined),-5,-3,1,8,-0.4,-0.6,0,5,-5
O=C(Nc1cnccn1)c1csc2ccccc12,1,0,-4[fluorescence artefact?],5,0.2,0.1,6,-12,-1
CC1(C)CC(=O)C(/C=N/c2ccccn2)=C(O)C1,-13,0,0,7,1.5,-0.2,3,12,3
CNC(=O)c1nn(-c2ccc(C)cc2)ccc1=O,-9,0,-2,-10,0.8,1.6,4,1,-4
COc1ccc(OC)c(NC(=O)CSc2ccccc2)c1,-13,-1,-15,-3,-0.9,0.8,1,-9,-2
Cn1nc(NC(=O)CC(C)(C)CC(=O)O)c2ccccc21,-5,-4,-7,-8,0.8,0.5,-3,-24,-3
Cc1ccc(S(=O)(=O)NCC2CCCO2)cc1[N+](=O)[O-] (centres undefined),12,1,-1[fluorescence artefact?],10,2.5,0.0,6,-9,-2
Cc1cc(C)n2c(Br)c(CSc3nc4ccccc4o3)nc2n1,5,3,8,-16,-0.1,-0.2,2,5,1
CS(=O)(=O)c1sc2nc(-c3ccccc3)cc(-c3ccccc3)c2c1N,-58,-2,-13,-4,-1.2,1.4,5,1,0

# One compound at a time, from the list above.
# Profile of `CSCCC(NC(=O)c1ccco1)C(=O)OCc1cc([N+](=O)[O-])cc2c1OCOC2` (centres undefined) → Mdm2 ligase inh = -5; Wee1 stabilizer = -3; eIF4E-4G inh = 1; NPY2 pot ag = 8; PERK inhibitor = -0.4; S1P4 ag = -0.6; BaF3 tox = 0; S1P4 antag = 5; Ba/F3 V617F tox = -5
# Profile of `COc1ccc(OC)c(NC(=O)CSc2ccccc2)c1` → Mdm2 ligase inh = -13; Wee1 stabilizer = -1; eIF4E-4G inh = -15; NPY2 pot ag = -3; PERK inhibitor = -0.9; S1P4 ag = 0.8; BaF3 tox = 1; S1P4 antag = -9; Ba/F3 V617F tox = -2

# Remaining list, next part
SMILES,Mdm2 ligase inh,Wee1 stabilizer,eIF4E-4G inh,NPY2 pot ag,PERK inhibitor,S1P4 ag,BaF3 tox,S1P4 antag,Ba/F3 V617F tox
CC(OC(=O)c1ccc2c(c1)C(=O)N(Cc1ccncc1)C2=O)C(=O)Nc1cccc(Cl)c1Cl (centres undefined),-3,-1,9,103*,0.8,-0.4,5,0,-1
N#Cc1c(N2CCN(C(=O)c3ccccc3)CC2)nc(-c2ccccc2)c2c1CCCC2,0,3,0,-8,-1.4,0.2,4,0,0
O=c1cnc2ccccc2n1CC1CCCCC1,-17,0,10,4,-0.8,-0.1,4,1,2
CN(C)S(=O)(=O)c1ccc(NC=O)cc1,14,-5,-1,-10,-0.1,0.1,6,-5,2
COc1ccccc1NC(=O)CSc1nnc(-c2ccncc2)o1,4,-1,-7,-4,1.4,-0.2,6,-14,3
CCC1(C)Cc2ccccc2-c2nc(NCCO)[nH]c(=O)c21 (centres undefined),-13,1,4,6,0.3,-0.3,2,-6,-1
CC1(C)CC(=O)c2cc3c(nc2C1)CC(C)(C)CC3=O,-7,-1,-3[fluorescence artefact?],-3,-0.3,-1.2,1,-1,-2
Cc1ccc(NC(=O)CN(C)C(=O)CSc2nc3ccccc3o2)cc1,-23,2,1[fluorescence artefact?],3,-0.3,-0.2,10,-11,3
CC(C)(C)NC(=O)CSC(=Nc1cccc(F)c1)NC#N,-12,-2,-13,-6,0.8,-0.1,10,-3,-1
COc1ccc(OC)c(Cc2nnc(CCC(=O)NC3CCCCC3)o2)c1,-1,-1,3,13,0.1,1.2,0,-7,1
O=c1[nH]c2ccccc2nc1/C=C/c1ccc(O)cc1,-10,11*,3,-8,1.2,0.7,10,25,2
CSc1ccccc1NC(=O)c1noc2c1CCC2,0,-1,8,-8,1.2,-3.0,4,-3,0
Cc1ccc(NC(=O)N2CCC(C(N)=O)CC2)cc1,0,-2,-2,-12,0.1,0.6,4,-18,0
COc1cccc(/C=C/C(=O)OCC(=O)c2ccc3c(c2)NC(=O)CO3)c1OC,4,2,3,-9,1.7,0.5,10,-13,3
CCN(CC)c1ccc(NC(=O)CCNC(=O)c2ccco2)cc1,-6,4,7,0,0.4,0.5,3,10,0
c1cncc(CSc2nnc(-c3cccnc3)n2Cc2ccco2)c1,-9,-3,5,2,0.1,0.2,3,-1,0
Cc1ccc(O)c(NC(=O)c2ccco2)c1,24,1,-1,12,0.0,0.4,0,-3,1
CCCCOC(=O)c1ccc(NC(=O)C2CCCO2)cc1 (centres undefined),-8,-2,2[fluorescence artefact?],3,-0.2,1.9,3,2,0
Cc1cccc2cc(/C=N/NC(=O)CN3CCOCC3)c(Cl)nc12,2,2,0,-12,1.2,1.6,6,-13,3
Clc1ccccc1-c1nc2ccccc2c2nncn12,-14,-1,1,9,-1.0,0.2,5,-12,-1
O=C(c1ccccc1)C1Oc2ccccc2C2CC(c3cccs3)=NN12 (centres undefined),-2,2,-2,7,1.8,-1.4,1,-4,-2
COC1(OC)N=C(N)C2(C#N)C(c3ccc(F)cc3)C12C#N (centres undefined),-17,-3,7,7,1.4,1.0,6,-6,0
COCc1cc(C)nc(SCC[N+](C)(C)CC(=O)Nc2cccc(C)c2)c1C#N,-5,3,-4,-5,0.6,1.5,4,-16,0
Cc1cc(C)n(-c2nc3c(c(=O)[nH]c(=O)n3C)n2CC(O)c2ccccc2)n1 (centres undefined),-8,0,-1,3,-1.3,2.9,3,-11,-3
N#CCCN(Cc1ccccc1)C(=O)c1cccs1,-11,-2,7,-13,0.4,1.8,-6,23,3
CC1=C(C(=O)Nc2ccccn2)C(c2ccc(N(C)C)cc2)n2ncnc2N1 (centres undefined),-31,3,-4,-12,0.1,1.0,1,-2,-2
Cc1cc(Cl)c(S(=O)(=O)N2CCSCC2)cc1OCC(N)=O,-9,1,-1,-6,1.1,0.8,4,-4,-3
COC(=O)CCc1n[nH]c(=O)[nH]c1=O,-4,2,-8[fluorescence artefact?],12,0.3,-1.3,-2,-13,-6
CC(=O)c1ccc(NC(=O)C(NC(=O)c2ccccc2)=C(C)C)cc1,-9,0,1,-2,-0.3,0.4,2,9,-3
N#C/C(=C/c1ccc(Br)o1)C(N)=O,-6,-1,-4,4,1.7,1.9,-4,-16,-2
COc1ccc(S(=O)(=O)N2CCOCC2)cc1C(=O)Nc1cc(C)on1,2,-2,-2,-3,-0.5,0.9,4,-4,1
COc1ccccc1N(Cc1ccccc1)S(=O)(=O)c1cccc(C(=O)O)c1,-7,-2,3,-8,-0.1,5.2,5,-4,1
CCN1CCN(CC(O)COC(c2ccccc2)c2ccccc2)CC1 (centres undefined),-16,-2,-1,-2,0.1,0.8,2,-2,-3
NC(=O)Cn1nnc(-c2ccc(C(F)(F)F)cc2)n1,5,1,2[fluorescence artefact?],14,0.4,-3.5,4,-10,1
CCc1cccc(C)c1NC(=S)N1CCCCC1c1cccnc1 (centres undefined),7,-1,-3,-6,0.9,-0.8,1,4,-2
COc1cc(CN2CCC(C(=O)NC3CCCC3)CC2)ccc1O,10,-1,-5,10,0.3,1.6,2,-17,0
CCCNC(=O)CSc1nc2ccccc2c(=O)n1CCC,-28,0,2,-16,-0.9,-0.5,2,-4,7
Cn1nc(OCCOc2ccccc2)ccc1=O,-5,4,6,-7,0.1,0.3,0,-22,-4
Cc1cnc(NC(=O)CSC(=S)N2CCOCC2)s1,-8,-1,-2,-7,1.4,-0.3,2,0,-1
COc1ccc(S(=O)(=O)N(CC(=O)NCc2ccco2)c2ccccc2)cc1OC,-4,1,-1,5,0.2,-1.3,4,-10,-3
CCS(=O)(=O)c1ccc2oc(Nc3ccc(C(C)(C)C)cc3)nc2c1,-3,4,2,1,0.1,1.5,5,-20,0
COc1ccc(C)cc1NC(=O)C(OC(=O)C1CC1)c1ccccc1 (centres undefined),-5,-3,-2,-10,-0.1,-1.3,7,11,1
Cc1nnc(SCC(=O)c2ccc(C(C)C)cc2)s1,x,6,2,6,0.8,-2.4,8,-4,3
CCOc1ccc2nc(NCCNC(=O)Nc3cccc(C)c3)c(C#N)cc2c1,-1,2,-24,-10,1.1,-1.0,6,-2,1
O=C(NCCc1c[nH]c2ccccc12)c1ccc([N+](=O)[O-])cc1,-15,0,-6,6,1.3,-1.2,3,3,0
Cc1cc(C)n2cc(CSc3nnnn3-c3ccccc3)nc2n1,-6,-3,-1,-31,-0.1,-0.4,4,-6,0
CCOc1ccc(-c2nc(C)sc2CC(=O)O)cc1,-23,3,-4[fluorescence artefact?],12,0.5,0.4,-2,-7,-3
CC12CCC(=O)N1C(C(=O)OCC(=O)Nc1cccc(S(=O)(=O)N3CCCCCC3)c1)CS2 (centres undefined),-8,0,-3,3,-0.3,2.5,7,-7,2
CC(=O)c1cc2c(cc1NC(=O)c1cc(C)nn1-c1ccccc1)OCO2,x,-1,4,0,0.7,1.7,6,7,0
CCC(C)N(C(=O)COC(=O)c1[nH]c(C)c(C(C)=O)c1C)C1CCS(=O)(=O)C1 (centres undefined),x,-2,x,22,1.0,0.3,4,-2,-2

# Continuation:
SMILES,Mdm2 ligase inh,Wee1 stabilizer,eIF4E-4G inh,NPY2 pot ag,PERK inhibitor,S1P4 ag,BaF3 tox,S1P4 antag,Ba/F3 V617F tox
Cc1cccc(NC2=NCC(=O)N2CCc2ccccc2)c1,-35,-1,12[fluorescence artefact?],0,0.2,0.7,2,-1,1
COc1ccc(C(O)P(=O)(O)CCc2ccccc2)cc1 (centres undefined),-17,4,2,-30,1.5,0.4,4,-3,-3
Nc1ccccc1SCc1ccccc1Cl,-3,0,-5,-7,1.2,0.5,-1,-2,-1
CCC/C(C)=N\Nc1nc2c(c(=O)n(C)c(=O)n2C)n1C,-10,5,-5,-15,1.5,0.7,-6,0,-2
COC(=O)c1c(N)c(C#N)c(C)n1-c1ccccc1,-6,-2,4,-9,0.0,1.1,3,-5,-2
CC(C(=O)O)c1ccc(N2Cc3ccccc3C2=O)cc1 (centres undefined),x,-1,-6,9,0.5,2.4,7,-26,-1
N=c1ccn(Cc2c(Cl)cccc2Cl)cc1,-9,-4,-1,-2,0.9,1.6,63*,-14,75*
COC(=O)N/N=C\c1cc2c(cc1Br)OCO2,4,-4,-1,3,0.2,0.2,3,-11,2
Nc1nnc(SCc2ccccc2Cl)s1,-12,5,77*,-18,1.5,1.4,6,-23,4
CN(C)c1ncnc2c1NC1=C(S2)C(=NCCCC(=O)O)CC(C)(C)C1,-46,-3,7[fluorescence artefact?],4,0.3,2.2,3,-6,0
COCCCNc1nc(SCc2ccccc2)nc2sc3c(c12)CCC3,-7,6,2,-23,-0.3,-1.7,-1,-8,1
COc1cc2c(cc1OC)C(C)N(C(=O)CCN1C(=O)C3C4C=CC(C4)C3C1=O)CC2 (centres undefined),-11,0,-2,12,-0.1,1.4,5,-1,-1
CC(C)Sc1nc2ccc(Br)cc2[nH]1,7,-2,3,-1,0.6,14*,2,-15,-5
O=S(=O)(c1ccccc1)n1ccc2ccccc21,-5,-2,-1,12,-0.3,1.1,2,-3,1
CCOc1ccc(N/C=C/C(=O)c2ccccc2)c([N+](=O)[O-])c1,-73,1,0,-5,-0.5,-1.3,5,-11,3
CCn1cc(Br)c(C(=O)Nc2cccc(Cl)c2)n1,16,-2,1,-3,0.3,1.4,1,-19,-3
